IDE inh = inhibits human insulin-degrading enzyme in HEK cells; FAbetaB cleavage, fluorescence polarization; inhibition, % at 5.59 µM; 0.41% of 320,000 active;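 active means percent inhibition above the average of all tested compounds plus 3 SD, set per screening campaign, cut at about 16% in these data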;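 further: IDE supplied by intact live HEK cells; FP after avidin binding of uncleaved biotin substrate so inhibition keeps polarization high; 0% = DMSO wells and 100% = 60 µM reference IDE inhibitor Ii1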
Target sequence (P14735 whole entry, looked up): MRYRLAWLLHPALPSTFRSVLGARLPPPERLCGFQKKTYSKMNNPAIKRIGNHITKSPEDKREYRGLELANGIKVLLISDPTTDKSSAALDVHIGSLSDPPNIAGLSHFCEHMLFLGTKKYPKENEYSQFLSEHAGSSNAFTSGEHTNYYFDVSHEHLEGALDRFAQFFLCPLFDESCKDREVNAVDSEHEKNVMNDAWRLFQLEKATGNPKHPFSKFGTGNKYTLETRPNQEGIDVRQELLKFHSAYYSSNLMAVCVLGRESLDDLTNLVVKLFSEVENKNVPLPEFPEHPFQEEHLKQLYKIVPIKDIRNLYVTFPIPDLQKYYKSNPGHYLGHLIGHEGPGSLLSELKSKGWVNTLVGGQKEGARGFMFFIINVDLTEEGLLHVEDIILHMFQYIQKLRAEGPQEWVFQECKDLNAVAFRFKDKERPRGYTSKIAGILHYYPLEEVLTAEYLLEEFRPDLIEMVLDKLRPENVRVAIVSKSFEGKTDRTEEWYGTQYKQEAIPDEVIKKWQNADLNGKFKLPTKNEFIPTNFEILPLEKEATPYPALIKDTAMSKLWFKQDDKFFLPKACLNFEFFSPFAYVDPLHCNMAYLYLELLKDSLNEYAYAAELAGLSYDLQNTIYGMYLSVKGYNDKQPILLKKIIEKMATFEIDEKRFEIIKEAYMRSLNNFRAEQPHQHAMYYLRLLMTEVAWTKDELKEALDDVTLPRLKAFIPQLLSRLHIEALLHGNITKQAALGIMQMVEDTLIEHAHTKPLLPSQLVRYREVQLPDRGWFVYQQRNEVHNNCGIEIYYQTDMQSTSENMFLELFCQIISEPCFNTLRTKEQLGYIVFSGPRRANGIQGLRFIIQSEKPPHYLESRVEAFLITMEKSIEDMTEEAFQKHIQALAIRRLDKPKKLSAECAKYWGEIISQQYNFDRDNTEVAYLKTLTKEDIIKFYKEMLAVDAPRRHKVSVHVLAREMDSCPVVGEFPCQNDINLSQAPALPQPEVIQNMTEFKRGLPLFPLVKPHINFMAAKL
NS3 helicase inh = inhibitors of Hepatitis C virus NS3 helicase; NS3 helicase DNA unwinding, Cy5 molecular beacon fluorescence; inhibition, % at 10.9 µM; 0.56% of 290,000 active;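 active means inhibition above the mean of all tested compounds plus 3 SD, set per campaign, cut at about 35% in these data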;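 further: 0% = DMSO wells and 100% = thioflavine S control wells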
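test system = hepatitis C virus NS3 helicase domain fragment enzyme | reagent = annealed dual-labelled DNA beacon duplex, ATP-started | times = 1 h at 25 °C | detection = Cy5 fluorescence, 0 and 60 min reads | read-out basis = percent inhibition from t60/t0 fluorescence ratio | control set = DMSO and thioflavine S | replication = one well per compound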
IMP-1 inh = blocks Pseudomonas aeruginosa IMP-1 metallo-beta-lactamase | purified IMP-1, nitrocefin hydrolysis, epi-absorbance fluorescence | inhibition, % at 5.6 µM | 0.45% of 290,000 active | AID 1556;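 active means inhibition above the mean plus 3 SD of all compounds in the same screening run, cut at about 4.5% in these data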;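 further: 0% = IMP-1 with DMSO and 100% = DMSO wells lacking enzyme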
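System: Purified IMP-1 | Read-out basis: Percent enzyme inhibition | Controls: IMP-1 with DMSO as 0%, enzyme-free DMSO as 100% | Replicates: One well per compound | Doses: 5.6 µM nominal single concentration | Detection: Epi-absorbance fluorescence, 480 nm excitation, 530 nm emission | Incubation: 25 °C, 15 min preincubation, 25 min reaction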
VIM-2 inh = inhibitors of Pseudomonas aeruginosa VIM-2 metallo-beta-lactamase. 0.89% of 290,000 active. inhibition, % at 5.6 µM. purified VIM-2, nitrocefin hydrolysis, epi-absorbance fluorescence;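 active means inhibition above the mean of all tested compounds plus 3 SD, cutoff set per screening run, cut at about 7.5% in these data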;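 further: red hydrolysis product quenches plate fluorescence so inhibitors raise well fluorescence; 0% = enzyme with DMSO and 100% = DMSO without enzyme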
FID counter = counter-screen for HCV NS3 helicase inhibitors: DNA intercalator displacement. DNA fluorescent intercalator displacement, fluorescence. inhibition, % at 7.9 µM. 0.17% of 290,000 active; in the data active means inhibition above about 37%;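 further: 0% = vehicle and 100% = reference compound; higher means more ethidium bromide displaced from hairpin DNA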
UBC9 SUMO inh = inhibitors of human SUMOylation (UBC9); 0.36% of 290,000 active; AID 2006; inhibition, % at 35 µM; P63279; HTRF SUMOylation assay, SAE1/SAE2 + UBC9, in vitro; in the data active means inhibition above about 50%, passing the limit was not always enough; further: strong numbers were not always called active
IDE act = activators of human insulin-degrading enzyme in cells. HEK cells, FAbeta-B cleavage, fluorescence polarization; 0% vehicle, 100% cell-free pure enzyme wells. activation, % at 5.96 µM. AID 493087. 0.073% of 340,000 active;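 active means activation above the mean of all tested compounds plus 3 SD, set per screening campaign, cut at about 17% in these data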
PfM18AAP inh = blocks P. falciparum M18 aspartyl aminopeptidase. recombinant PfM18AAP, H-Glu-NHMec fluorogenic cleavage. inhibition, % at 7.35 µM. 1.2% of 290,000 active;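 active means inhibition above the campaign mean inhibition over all tested compounds plus 3 SD, cut at about 28% in these data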;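 further: 0% = plate median of test compound wells and 100% = 2 mM ZnCl2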
p-CIP stab down = compounds decreasing mouse p/CIP protein stability; decrease of EGFP signal, % at 10 µM; 0.01% of 290,000 active; Q05BA5; AID 1984; F442A p/CIP-EGFP cells, EGFP fluorescence, 16 h;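 active means EGFP signal decrease of at least 30% at 10 µM or well 3 SD below plate mean, unless failing retest; inactive means the rest, including hits failing retest or dose response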; further: some compounds called inactive have numbers as strong as hits; many of its hits are not listed in these tables
* hit, by the source's call; · = no result given.

The line under a structure holds: IDE inh	NS3 helicase inh	IMP-1 inh	VIM-2 inh	FID counter	UBC9 SUMO inh	IDE act	PfM18AAP inh	p-CIP stab down
> O=c1sc2ccccc2c(=O)n1Cc1ccccc1F
 : 1	-2	-2.4	-3.7	0	-9	1	9	19
> CCC1(c2ccc(F)cc2)NC(=O)N(CC(=O)NCc2ccc(F)cc2)C1=O (stereo unspecified)
 : -2	-2	-0.1	0.1	-12	11	3	-14	-8
> CCC(=O)Nc1ccc(Cl)c(-c2nc3ncccc3o2)c1
 : 0	-4	-2.4	2.6	-13	15	0	-6	-13
> CCC(C(=O)OC(C)C(=O)Nc1ccc(Cl)cn1)c1ccccc1 (stereo unspecified)
 : -1	-15	-1.3	-4.0	-31	7	1	-2	1
> Cc1ccc(C(=O)NCC(=O)NCCc2ccc(S(N)(=O)=O)cc2)s1
 : 6	12	-0.7	-0.5	2	12	1	-6	-7
> CCN(C(=O)CSc1nnc(-c2ccccc2Br)o1)C1CCS(=O)(=O)C1 (stereo unspecified)
 : 8	-3	-0.4	0.8	-27	-8	3	5	-12
> CCN(CC)c1ccc(/C=N/N2C(=O)c3ccccc3C2=O)cc1
 : 9	2	-3.5	-2.9	-3	7	1	-13	2
> CN(C)CCSc1nc(O)c(-c2ccccc2)c(=O)n1-c1ccccc1
 : 8	-9	-1.5	-2.2	0	-9	0	-12	-9
> COc1ccc(NC(=O)COC(=O)C23CCC(=O)N2c2ccccc2S3)cc1 (stereo unspecified)
 : -9	-4	-2.7	-4.6	4	-2	7	8	1
> C/C(=N\NC(=O)CSc1nc2ccccc2s1)c1cccnc1
 : 1	25	-2.1	-3.3	-16	13	-7	-3	-17
> Cc1cc(C)cc(S(=O)(=O)c2cn(C)c3cc(N4CCN(C)CC4)c(F)cc3c2=O)c1
 : 12	11	-5.2	2.2	17	-2	2	4	0
> Cc1ccc(S(=O)(=O)N2CCN(C(=O)c3n[nH]c(=O)c4ccccc34)CC2)cc1
 : 3	-13	-3.5	0.5	-12	-11	-6	0	4
> Cc1cc(C)nc(SCC(=O)OCC(=O)Nc2ccccc2)n1
 : -1	-6	0.5	-1.9	-11	4	2	-4	0
> COCCCN1CC23C=CC(O2)C(C(=O)OC)C3C1=O (stereo unspecified)
 : 6	5	-4.9	-1.1	-14	·	1	8	·
> O=C(CNc1cccc(F)c1)N1CCc2ccccc2C1
 : 0	3	-3.0	-3.2	-21	10	1	1	-5
> Cn1c(CNC(=O)CNC(=O)c2cccc(F)c2)cc(=O)n(C)c1=O
 : -1	-1	-1.3	0.0	-11	15	-4	-3	-2
> CCCNC(=O)COC(=O)c1cc(SC)ccc1Cl
 : 6	4	-5.1	-1.6	0	10	5	3	3
> O=C1c2ccccc2-c2nnc(-c3ccccc3)cc21
 : 8	15	-5.0	0.2	-3	5	1	-12	-14
> COc1ccc(OC)c(C(=O)c2ccc(C(=O)O)cc2)c1
 : 0	-2	-5.3	-5.1	-3	-10	5	-1	5
> C#CCOCCOCCOCCNc1nc(N2CCN(C(=O)[C@H](C(C)C)n3cc(CCO)nn3)CC2)nc(N2CCN(C(=O)[C@H]([C@@H](C)CC)n3cc(CCCN=C(N)N)nn3)CC2)n1
 : -2	-59	-3.5	-4.2	21	-29	0	2	-7
> CCSc1nnc(NC(=O)CSc2nccn2-c2cccc(C)c2C)s1
 : 0	-14	-3.4	-2.6	-19	12	·	-9	-17
> COC(=O)c1sc(NC(=O)C2CCCCC2C(=O)O)c(C(=O)OC)c1C (stereo unspecified)
 : -1	12	-1.7	-1.6	-35	7	2	2	0
> CCSc1nc2c(cnn2-c2ccc(C)cc2)c(=O)[nH]1
 : 3	-2	-0.7	4.3	-3	10	-4	-2	-4
> O=C(CCNS(=O)(=O)c1ccc2c(c1)CCC(=O)N2)Nc1ccc2c(c1)OCCO2
 : 0	6	-4.0	-1.2	-3	15	1	4	1
> CC(=O)Oc1ccc(C(=O)Cc2ccccn2)c(O)c1
 : -1	3	-1.6	-0.9	-3	14	7	4	0
> CC(O)CNc1nc2c(c(=O)n(Cc3ccc(Cl)c(Cl)c3)c(=O)n2C)n1C (stereo unspecified)
 : -9	1	-1.4	-0.7	-9	14	-2	0	-2
> COC(=O)C1(Cc2cc(-c3cccnc3)no2)CCN(C(=O)OC(C)(C)C)CC1
 : 4	-10	-6.1	-3.3	-42	12	-1	1	0
> Cc1ccc(-n2nnnc2SCC(N)=O)c(C)c1
 : -1	-2	-2.8	-0.4	-2	4	7	-8	0
> COc1cccc(C2C(C(=O)c3cc4ccccc4o3)=C(O)C(=O)N2CCN(C)C)c1OC (stereo unspecified)
 : 1	-17	-1.9	-0.3	3	·	-3	3	·
> CC(=O)c1cccc(N2C(=NC(=O)C(C)C)SC3CS(=O)(=O)CC32)c1 (stereo unspecified)
 : 3	4	-2.2	-0.9	0	9	1	8	4
> CC1(C)Oc2ccc(C(=O)N3CCCCC3)cc2N(CC(=O)NCc2ccccc2)C1=O
 : 4	1	-2.2	-2.4	-26	-1	1	0	0
> CCOC(=O)N1CCN(C(=O)c2cccc(OC)c2OC)CC1
 : 4	-2	-3.9	-4.3	1	-6	2	0	-2
> O=C(c1ccc(Cl)cc1)N1CCc2ccccc21
 : 6	17	-3.0	-1.0	-17	20	8	7	4
> CC1CCCN(S(=O)(=O)c2ccc(C(=O)Nc3nnc(-c4ccccn4)o3)cc2)C1 (stereo unspecified)
 : 3	-4	-2.7	-1.4	-52	-3	2	1	-13
> O=C(CN1CCN(c2ccccc2)CC1)Nc1ccc(F)cc1
 : -3	1	-1.7	-1.2	-13	15	0	-2	-5
> CCC(C)[C@H](NC(=O)N1CCCCCC1)C(=O)O (stereo partly specified)
 : -6	1	-1.2	0.2	0	1	7	-2	-5
> COc1ccc2nc(NC(=O)c3ccccc3O)sc2c1
 : 0	7	0.4	1.9	6	12	1	-17	3
> CC(C)c1nc(CNC(=O)CCc2nnc(-c3ccsc3)o2)cs1
 : 6	-8	-0.3	-1.8	-11	-8	5	3	-4
> Cc1ccc(S(=O)(=O)NC(C)C(=O)NC2CC2)cc1 (stereo unspecified)
 : ·	11	-0.9	-2.0	-4	18	0	-6	-17
> O=C(Cn1cc(C(F)(F)F)ccc1=O)Nc1cc(S(=O)(=O)N2CCOCC2)ccc1Cl
 : -2	-5	-1.9	-2.4	-4	-2	-2	2	7
> COc1ccc(S(=O)(=O)Nc2ncccn2)cc1
 : 1	4	-2.8	0.1	0	5	-1	-2	-9
> Cc1cccc(C)c1NC(=O)C(=O)NCc1ccccn1
 : 4	9	-1.9	-3.4	-4	0	2	2	-9
> O=C1C=C(NC2=CC3OC(c4ccccc4)OCC3OC2=O)CCC1 (stereo unspecified)
 : 3	-7	-4.2	-1.4	-4	2	1	8	-7
> S=c1[nH]nc2c3c4c(sc3ncn12)CCCC4
 : 3	10	-1.4	-4.6	4	-15	-1	38*	-3
> COc1ccc(NC(=O)CN2C(=O)CC(C)(C)S(=O)(=O)c3ccccc32)cc1
 : 2	-2	-4.4	-4.6	-7	0	7	-1	-9

3 compounds from above, sorted by the value under PfM18AAP inh, ascending.
SMILES | PfM18AAP inh
COc1ccc2nc(NC(=O)c3ccccc3O)sc2c1 | -17
COc1ccc(NC(=O)CN2C(=O)CC(C)(C)S(=O)(=O)c3ccccc32)cc1 | -1
O=C1C=C(NC2=CC3OC(c4ccccc4)OCC3OC2=O)CCC1 (stereo unspecified) | 8

Further results follow.
The line under a structure holds: IDE inh	NS3 helicase inh	IMP-1 inh	VIM-2 inh	FID counter	UBC9 SUMO inh	IDE act	PfM18AAP inh	p-CIP stab down
> C=CCn1c(C(C)NC(=O)CC)nc2ccccc21 (stereo unspecified)
 : 2	4	-4.0	-3.6	1	1	7	-9	-4
> CC1(C)C(C=C(Cl)Cl)C1C(=O)Nc1ccc([N+](=O)[O-])cc1 (stereo unspecified)
 : 2	-10	-3.6	-1.1	17	-6	·	-5	-6
> COC(=O)C1=C(C)OC(N)=C(C#N)C1c1cc2cccc(C)c2nc1Cl (stereo unspecified)
 : 3	-3	-1.9	-0.7	1	27	·	-4	0
> CC(C)S(=O)(=O)C1=NSC2=NC(=O)/C(=C\c3ccc(-c4cccc(C(=O)O)c4)o3)C(=N)N21
 : ·	22	-4.0	-4.0	-14	43	7	9	-2
> C=CCn1c(SCC(=O)N(CCO)CCO)nc2sc3c(c2c1=O)CCC3
 : -1	7	-2.0	-0.2	-11	8	-5	0	-3
> CCCOc1ccc(CN2CCOCC2)cc1OC
 : 4	3	0.2	0.2	-6	23	0	-16	-1
> CC(=O)C(Sc1ncnc2c1nnn2-c1ccc(F)cc1)C(=O)N(C)C (stereo unspecified)
 : 7	-6	-1.4	0.9	-2	14	·	4	-11
> COc1cccc(CNc2nccs2)c1O
 : 3	-3	-4.3	-1.3	0	23	4	-13	-4
> CCOC(=O)c1c(C)[nH]c(C(=O)CN2CC(C)OC(C)C2)c1C (stereo unspecified)
 : -1	7	-3.5	-1.3	-8	0	4	-6	9
> Cc1ccc(N(CC(=O)NC(C)(C)C)C(=O)CS(=O)CC(=O)Nc2ccc(F)cc2)cc1 (stereo unspecified)
 : 2	3	-0.9	-3.8	-14	-4	0	-1	-10
> O=C1/C(=C/c2cccs2)SC(=S)N1CCCC(=O)N(CCO)c1ccccc1
 : 0	-5	-1.9	0.6	-34	-13	6	-4	4
> COC(=O)C(C)Oc1ccc2c(c1)O/C(=C\c1cccc(Br)c1)C2=O (stereo unspecified)
 : -2	-29	-0.3	0.4	-15	5	2	-17	-17
> Cc1nc2ccccc2n1CC(=O)N/N=C\C=C\c1ccccc1
 : -2	6	-2.1	1.6	-16	23	6	-5	-58
> CCCCN1C(=O)c2ccc(C(=O)Nc3cccnc3)cc2C1=O
 : 4	9	-2.0	-2.0	-5	6	-2	7	-10
> N#Cc1c(SCC(=O)Nc2nccs2)nc2c(c1-c1ccco1)CCCC2
 : -1	-3	-0.4	2.0	2	27	2	-2	4
> CCN(CC)S(=O)(=O)c1ccc2c3c(cccc13)C(=O)S2
 : 9	-3	-1.5	0.0	-3	19	-5	5	-15
> CCn1c(SCC(=O)Nc2cccc(C)c2)nc2c(c1=O)SC(C)C2 (stereo unspecified)
 : 0	-1	-0.9	-1.3	-11	6	9	1	-11
> COc1ccc(O)c(C(=O)c2cnn(C(=O)c3cccc(S(=O)(=O)N4CCOCC4)c3)c2)c1
 : -1	9	-3.1	-5.2	1	-4	1	5	-1
> Cc1nc(-c2cccc(NC(=O)c3ccco3)c2)cs1
 : ·	3	-2.4	-0.7	-16	6	-2	-3	-9
> Cc1cc(Cl)ccc1-n1c(-c2cccnc2)n[nH]c1=S
 : 5	14	-5.9	-2.3	-13	-15	0	20	-3
> Cn1cnnc1SCC(=O)Nc1ccc(Cl)cn1
 : 4	-10	-3.4	-4.0	-2	2	5	7	4
> COc1ccc(N(CC(=O)NC(C)c2ccccc2)S(=O)(=O)c2ccc(C)cc2)cc1 (stereo unspecified)
 : -2	-11	-1.5	-1.0	-35	16	-6	-6	-2
> COCC(=O)Nc1nnc(Cc2ccc(OC)c(OC)c2)s1
 : 9	-2	-0.5	0.9	-3	10	-3	4	-5
> CC(OC(=O)c1cccs1)C(=O)NCc1ccc2c(c1)OCO2 (stereo unspecified)
 : -1	-2	-1.6	-2.6	1	15	0	7	0

Screening data from PubChem BioAssay.
